PLK1 PBD inh: blocks phosphopeptide binding to human Plk1 polo box domain; inhibition, %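 (tested at about 20 µM)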; Plk1 PBD phosphopeptide binding, fluorescence polarization; AID 693; 0.13% of 97,000 active; in the data active means inhibition above about 34%, passing the limit was not always enough
MT1-MMP txn act: activates MT1-MMP transcription; HT1080 MT1-MMP promoter luciferase reporter, luminescence, overnight; hits give high values; activation factor at 10 µM; 0.16% of 86,000 active; AID 750;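 active means activation factor of at least 2 for MT1-MMP transcription at 10 µM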
EphB4 ephrin blk: antagonists of human EphB4-ephrin-B2 interaction; EphB4 LBD / TNYL-RAW-Alexa532 peptide, fluorescence polarization; inhibition, % at 7 µM; 0.15% of 97,000 active;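 active means inhibition above the screen-wide mean inhibition plus 3 SD, cut at about 15% in these data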;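 further: 0% = DMSO wells and 100% = excess unlabeled TNYL-RAW peptide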
Rev-RRE block: disrupts HIV-1 Rev binding to RRE RNA. Rev peptide-RRE RNA binding, FRET. inhibition, % at 8 µM. 0.79% of 97,000 active;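 active means inhibition above the screen-wide mean plus 3 SD, cut at about 35% in these data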;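 further: 0% = median DMSO wells and 100% = median Neomycin B control wells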
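assay system = Cy5-tagged RRE RNA duplex with fluorescein-tagged Rev peptide | incubation = 5 + 15 min at 25 °C | also added = labelled Rev peptide | measure = % inhibition of FRET ratio versus controls | benchmarks = DMSO wells as 0% and neomycin B wells as 100% inhibition | measured by = FRET fluorescence readout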
S1P2 blocker: antagonists of human S1P2 receptor. O95136. cell-based S1P2 antagonist assay, inhibition at 5 uM. inhibition, % at 5 µM. 0.21% of 97,000 active; in the data active means inhibition above about 45%;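 further: CRE beta-lactamase reporter cells expressing human S1P2 stimulated with S1P; 0% = agonist at EC80 alone and 100% = agonist plus reference antagonist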
PLAP activator: activators of human placental alkaline phosphatase; purified PLAP enzyme, luminescent substrate read-out; hits give high values; activation fold at 20 µM; 1.2% of 96,000 active; in the data active means activation fold above about 2
PLK1 inh: inhibitors of human PLK1 kinase; P53350; recombinant PLK1 kinase, TR-FRET peptide phosphorylation; inhibition, % at 10 µM; 0.53% of 97,000 active;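 active means inhibition of 50% or more in the single-concentration screen; inactive means inhibition below 50%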;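 further: 0% = DMSO max control and 100% = H-89 dihydrochloride min control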
FAK inh: inhibitors of human focal adhesion kinase; Q05397; biochemical FAK kinase activity assay; inhibition, %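 (tested at 7 µM)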; 0.84% of 97,000 active; AID 727; in the data active means inhibition above about 19%;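 further: 0% = DMSO and 100% = reference compound high control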
Target sequence (Q05397 whole entry, looked up): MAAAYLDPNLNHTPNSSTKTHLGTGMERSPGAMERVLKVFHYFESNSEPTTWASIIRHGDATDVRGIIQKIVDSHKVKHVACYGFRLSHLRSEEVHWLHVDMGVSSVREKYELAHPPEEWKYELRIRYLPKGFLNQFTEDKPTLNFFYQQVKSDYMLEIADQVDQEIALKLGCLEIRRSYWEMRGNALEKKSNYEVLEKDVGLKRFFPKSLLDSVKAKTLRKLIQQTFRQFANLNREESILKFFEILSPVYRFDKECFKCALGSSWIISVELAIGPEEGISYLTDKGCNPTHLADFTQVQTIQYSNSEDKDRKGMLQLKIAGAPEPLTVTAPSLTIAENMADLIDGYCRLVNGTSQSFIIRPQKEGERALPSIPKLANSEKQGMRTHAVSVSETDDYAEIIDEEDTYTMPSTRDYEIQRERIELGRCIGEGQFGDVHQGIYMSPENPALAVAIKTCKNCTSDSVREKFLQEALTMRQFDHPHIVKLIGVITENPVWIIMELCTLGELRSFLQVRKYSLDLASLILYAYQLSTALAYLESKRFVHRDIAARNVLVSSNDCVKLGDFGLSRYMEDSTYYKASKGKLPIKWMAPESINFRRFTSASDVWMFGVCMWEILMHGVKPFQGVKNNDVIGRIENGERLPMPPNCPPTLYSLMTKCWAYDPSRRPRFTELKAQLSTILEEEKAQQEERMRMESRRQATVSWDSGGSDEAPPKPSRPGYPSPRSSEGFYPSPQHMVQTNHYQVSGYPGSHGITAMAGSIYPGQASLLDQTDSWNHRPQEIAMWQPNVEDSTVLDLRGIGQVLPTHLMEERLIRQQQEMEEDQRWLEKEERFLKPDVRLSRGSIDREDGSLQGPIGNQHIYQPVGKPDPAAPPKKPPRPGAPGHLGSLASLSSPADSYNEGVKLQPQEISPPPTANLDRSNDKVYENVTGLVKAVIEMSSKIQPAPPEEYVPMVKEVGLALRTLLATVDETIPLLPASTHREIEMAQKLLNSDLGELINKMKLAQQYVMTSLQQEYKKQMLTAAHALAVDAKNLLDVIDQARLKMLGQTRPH
S1P2 ag: agonists of human S1P2 receptor; S1P2-expressing cell line, agonist reporter read-out; activation, % at 4.5 µM; O95136; 0.46% of 97,000 active; in the data active means activation above about 16%;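 further: 0% = vehicle low control and 100% = maximal reference agonist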
Starred values were filed as active, the others as inactive; i = inactive; · = not tested or not shown.

SMILES | PLK1 PBD inh | MT1-MMP txn act | EphB4 ephrin blk | Rev-RRE block | S1P2 blocker | PLAP activator | PLK1 inh | FAK inh | S1P2 ag
COc1cc(NC(=O)C2CCC(CNc3c(N4CCC(C)CC4)c(=O)c3=O)CC2)cc(OC)c1 (stereo unspecified) | -1 | · | -6 | 5 | 19 | 1.9 | 0 | 0 | -8
CCc1nnc(NC(=O)C2CCCN(S(=O)(=O)c3ccccc3)C2)s1 (stereo unspecified) | 22 | 1.1 | -14 | -1 | -11 | 1.1 | -120 | -2 | -1
COc1cccc(C2C(C(=O)c3cccs3)=C(O)C(=O)N2c2cc(C)on2)c1 (stereo unspecified) | -32 | 1.1 | 2 | 3 | -7 | 1 | -21 | -12 | -3
CC1CCc2c(nc3ncnn3c2Nc2ccc(OC(F)(F)F)cc2)C1 (stereo unspecified) | -7 | 1 | 1 | 6 | -13 | · | -10 | -2 | -10
CCOC(=O)c1cnc2c(N=Nc3ccccc3)c(N)nn2c1N | 28 | · | -26 | 0 | -12 | 1 | -9 | -4 | -8
COc1cccc2sc(Nc3nc(-c4ccccn4)cs3)nc12 | -9 | 1.3 | 7 | 5 | 27 | 1.9 | -4 | 1 | -8
CCN(CCCNC(=O)C1CCCN(S(=O)(=O)c2cnc[nH]2)C1)c1ccccc1 (stereo unspecified) | -33 | 1 | 2 | -3 | 2 | 1.4 | -5 | 0 | -1
CCCc1cc(=O)[nH]c(Nc2cc(OC)ccc2OC)n1 | 12 | 1.1 | -3 | 8 | -20 | 1 | -12 | -2 | -2
Nn1c(-c2cccc(Br)c2)n[nH]c1=S | 6 | 0.9 | -4 | 4 | -6 | 0.9 | 10 | 1 | -12
Cc1ccnc2nc(C(=O)N3CCN(S(=O)(=O)c4ccccc4)CC3)nn12 | -4 | 1.1 | 3 | 9 | 19 | 1 | -2 | -1 | -5
O=C1C=C(NCc2ccc(Cl)c(Cl)c2)CC1 | -7 | · | 2 | 7 | 4 | 0.9 | -13 | -2 | -5
CCOC(=O)N1CCC(NC(=O)C2CCN(S(=O)(=O)c3c(C)noc3C)CC2)CC1 | -1 | · | 3 | 4 | 9 | 1 | -5 | -1 | -4
O=C(COC(=O)c1cccc(S(=O)(=O)N2CCN(c3ccccc3)CC2)c1)NCc1ccco1 | 6 | 1.3 | -2 | -3 | 9 | 1.1 | i | 7 | -3
Nc1c(N2CCN(c3ccccc3)CC2)c2ccccc2oc1=O | -7 | 1.2 | 0 | -2 | 26 | 0.9 | -3 | 4 | -3
CON(c1nc(Cl)nc(N(C)C)n1)S(=O)(=O)c1ccccc1Cl | 6 | 1 | -3 | 2 | 13 | 1 | -9 | 0 | -8
O=C(CCCC1=NS(=O)(=O)c2ccccc2N1)N1CCN(c2ccccc2)CC1 | -18 | 1 | -2 | 2 | 11 | 1.2 | 3 | 3 | -10
Cc1ccc(SC/C(O)=C(\C#N)c2nc3ccccc3n2C)cc1 | -5 | 1 | 0 | 19 | -20 | 0.9 | -4 | 0 | -5
N#Cc1c(-n2ccnc2)cccc1-n1ccnc1 | -22 | · | 6 | 5 | 19 | 0.9 | -12 | 1 | -4
O=C(NC(C(=O)c1ccccc1)n1c(=O)cc[nH]c1=S)c1ccccc1 (stereo unspecified) | 27 | 1.4 | 0 | 3 | 1 | · | -7 | 2 | -6
Cc1ccc(CS(=O)(=O)CCC(=O)NCCN(C)Cc2ccccc2)cc1 | 7 | 1.1 | -1 | -3 | -7 | 1.2 | -8 | -2 | -1
O=c1c2ccccc2nc(CSc2ncnc3nc[nH]c23)n1-c1cccc(C(F)(F)F)c1 | -5 | · | 3 | 7 | -11 | 2.1* | -11 | -2 | -7
c1ccc(CCNc2nnnn2-c2ccccc2)cc1 | 13 | 1.2 | 7 | 9 | 20 | 1 | -5 | 5 | -4
CCS(=O)(=O)N1CCC(C(=O)N2CCOCC2)CC1 | 16 | 1 | 0 | 4 | 4 | 1 | -3 | -1 | -5
CC1=NN(C(=O)Cc2ccc([N+](=O)[O-])cc2)C(O)(c2ccccc2)C1 (stereo unspecified) | 5 | 1 | 4 | 3 | -10 | 1.3 | 0 | 1 | -33
CCCc1noc2c1C(c1ccoc1)C(C#N)=C(N)N2 (stereo unspecified) | -4 | 1.2 | -13 | 2 | -10 | 1 | -5 | 3 | -2
COc1ccc2c(c1)-c1c(ssc1=S)C(C)(C)N2C(=O)CSC1=NCCS1 | 26 | · | 2 | 1 | 22 | 1 | -10 | 4 | -11
O=C(CSc1nc2c(c(=O)n1-c1ccc(F)cc1)SCC2)NCc1ccco1 | -7 | 1.1 | -7 | -3 | 13 | 1.1 | -6 | -7 | -3
CN(CCOC(=O)c1ccc2c(c1)OCCO2)Cc1ccccc1 | 9 | 1.3 | 0 | -6 | 0 | 1.4 | 3 | -1 | -4
CC(C)CC(NC(=O)OC(C)(C)C)C(=O)NC(C(=O)N1CCCC1C(N)=O)C(C)C (stereo unspecified) | -17 | 1.2 | -4 | 0 | -13 | 1.4 | -6 | -2 | -4
COc1ccc2cc(C(c3nnnn3C3CCCCC3)N3CCCCCC3)c3nnnn3c2c1 (stereo unspecified) | 15 | 1.1 | 8 | 9 | 11 | · | -12 | 2 | -3
COc1ccc(C(C)(C)C)cc1NC(=O)c1cncc(Br)c1 | 0 | 1.1 | -3 | 11 | -15 | 1 | -19 | 4 | -8
N#Cc1cc(Sc2ccccn2)c(Sc2ccccn2)cc1C#N | 14 | 1.2 | -1 | -1 | 6 | 1 | -16 | 0 | -3
CC1=C(C(=O)Nc2ccc(Cl)cc2)C(c2cccs2)n2nnnc2N1 (stereo unspecified) | -5 | 0.9 | -10 | -3 | -5 | 1.1 | -4 | 5 | -1
CS(=O)(=O)c1nc(-c2ccc(Br)cc2)cc(-c2ccccc2)c1C#N | -17 | 0.9 | -5 | 2 | 2 | 0.9 | -30 | -1 | 19*
COc1ccc(NC(=O)CCS(=O)(=O)c2ccc3c(c2)CCCN3C(C)=O)cc1 | -13 | 1.2 | 7 | 5 | 11 | 1.2 | -5 | -1 | -3
c1ccc2c(c1)CCCn1nnnc1-2 | -6 | 1.4 | 8 | 7 | 7 | 0.8 | -1 | 7 | -2
C[C@@H](C(=O)Nc1ccccc1N1CCOCC1)N1C(=O)C2CC=CCC2C1=O (stereo partly specified) | 7 | · | 2 | 2 | -5 | 1 | 0 | 0 | -3
CCC(CC)c1nnc(NC(=O)c2c(C)nn(Cc3ccccc3Cl)c2C)s1 | -9 | 1 | -6 | -1 | -23 | 1.3 | -11 | -3 | -5
Cc1ccc(C2CC(=O)NC(SCC(=O)Nc3nccs3)=C2C#N)cc1 (stereo unspecified) | 21 | · | -5 | 2 | -12 | 1.6 | 5 | -2 | -4
CN1CCN(C(=O)NC2CCCN2S(=O)(=O)c2ccc(Cl)cc2)CC1 (stereo unspecified) | 9 | 1.1 | -6 | -2 | 0 | 1.3 | 2 | -5 | -7

Single records, from the list above.
CC(C)CC(NC(=O)OC(C)(C)C)C(=O)NC(C(=O)N1CCCC1C(N)=O)C(C)C (stereo unspecified) as listed: PLK1 PBD inh = -17; MT1-MMP txn act = 1.2; EphB4 ephrin blk = -4; Rev-RRE block = 0; S1P2 blocker = -13; PLAP activator = 1.4; PLK1 inh = -6; FAK inh = -2; S1P2 ag = -4
c1ccc2c(c1)CCCn1nnnc1-2 as listed: PLK1 PBD inh = -6; MT1-MMP txn act = 1.4; EphB4 ephrin blk = 8; Rev-RRE block = 7; S1P2 blocker = 7; PLAP activator = 0.8; PLK1 inh = -1; FAK inh = 7; S1P2 ag = -2
O=C(CSc1nc2c(c(=O)n1-c1ccc(F)cc1)SCC2)NCc1ccco1 as listed: PLK1 PBD inh = -7; MT1-MMP txn act = 1.1; EphB4 ephrin blk = -7; Rev-RRE block = -3; S1P2 blocker = 13; PLAP activator = 1.1; PLK1 inh = -6; FAK inh = -7; S1P2 ag = -3

Next structures
SMILES | PLK1 PBD inh | MT1-MMP txn act | EphB4 ephrin blk | Rev-RRE block | S1P2 blocker | PLAP activator | PLK1 inh | FAK inh | S1P2 ag
CC(C)COc1ccc(C(=O)Nc2ccc(NC(=O)c3ccco3)c(Cl)c2)cc1 | -13 | 1 | -4 | 6 | -44 | 0.7 | -9 | 1 | -8
c1csc(-c2nc3nc4ccccc4nc3n2Cc2ccc3c(c2)OCO3)c1 | -4 | 1.5 | 5 | 6 | 0 | 1.5 | -8 | 2 | -4
Cc1ccc(NC(=S)NNC(=O)Cn2nc([N+](=O)[O-])cc2C)cc1 | -10 | · | -12 | -3 | -19 | 2* | 2 | -4 | -2
O=[N+]([O-])c1cc2c(cc1C=Nc1ccccc1)OCO2 | -6 | · | 2 | 5 | -3 | 1 | 29 | -1 | -6
CCOC(=O)c1cc2c(n(-c3ccccc3)c1=O)CC(C)(C)CC2=O | -6 | 1 | -2 | 4 | -8 | 1.2 | -19 | -1 | -8
Cn1c(=O)cc(OCCCC(=O)NCc2ccccn2)c2ccccc21 | -19 | 1.1 | 1 | 5 | -10 | 1 | 13 | 5 | -3
O=C(Nc1ccc(N2CCOCC2)cc1)c1cccnc1 | 6 | 1.6 | 1 | 3 | -5 | · | -7 | 0 | -5
O=S(=O)(NCc1cccnc1)c1cccc2nsnc12 | 7 | 1.1 | 7 | 8 | 25 | 1 | -3 | -3 | -8
CCOc1ccccc1C(=O)NCc1ccco1 | -10 | 1.2 | 3 | 4 | -5 | 1.7 | 1 | -3 | -10
CCOC(=O)c1c(C)c(C(=O)NCC2CCCO2)c(C)n1C (stereo unspecified) | -8 | 1.5 | -3 | 6 | -16 | 1 | -1 | -1 | 0
CC(C)(C)CC(C)(C)NC1=CC(=O)OC12CCCCC2 | -11 | 1.1 | 6 | 9 | 9 | 1.1 | -3 | -2 | -4
O=C(c1ccccc1)N(Cc1ccco1)C1CCS(=O)(=O)C1 (stereo unspecified) | 19 | 1.2 | 5 | 4 | 0 | 1.1 | -13 | -2 | -5
CCOC(=O)CSc1nc(N)c(C#N)c(-c2cccs2)c1C#N | -19 | · | -2 | 6 | -14 | 1 | -15 | -3 | -2
O=C(NCC1CCCO1)C1CCC(=O)N1Cc1ccc(F)cc1 (stereo unspecified) | -26 | 1 | 3 | 2 | 1 | 0.8 | -1 | -4 | -10
CCCc1ncc(C(=O)c2ccc(OC)cc2)n1C | -14 | 1.1 | 5 | -2 | 5 | 0.9 | -13 | 1 | -8
O=c1[nH]nc(Cc2ccc(-c3ccccc3Cl)o2)c2ccccc12 | 9 | · | -9 | 8 | -5 | 1 | -10 | -3 | 2
C=CCSc1nc(N)c(C(=O)Nc2ccccc2OC)cc1C(=O)Nc1ccccc1 | 7 | 1.2 | -13 | 9 | -6 | 0.8 | -17 | -3 | -2
CCN1CCN(C(=O)c2cn(CC)c3ccc(S(=O)(=O)N(C)C)cc3c2=O)CC1 | -5 | 0.9 | 0 | 0 | 18 | · | 6 | 1 | -5
COc1ccc(-c2oc3ncnc(NCCN4CCOCC4)c3c2-c2ccc(OC)cc2)cc1 | 7 | 1 | -5 | -2 | -14 | 1.6 | 7 | 21* | -5
O=C(CN1CCN(c2ccccc2F)CC1)c1c[nH]c2ccccc12 | -38 | · | 8 | 3 | 7 | 0.9 | -4 | -4 | -6
Clc1ccc(CN2C3=NCCN3c3ccccc32)cc1 | 1 | 1.1 | -7 | -15 | -7 | 1 | 3 | -2 | -4
Cc1ccc(C)c(NC(NC(=O)c2cccnc2)C(Cl)(Cl)Cl)c1 (stereo unspecified) | -17 | · | 4 | 13 | 13 | 1 | -5 | -1 | -5
CC(C)(C)C(=O)[C@H]1[C@H](c2ccccc2)[C@@]2(N=C(c3ccccc3)OC2=O)C2c3ccccc3C=NN21 (stereo partly specified) | -20 | 1.5 | 1 | 8 | 11 | 1.3 | -12 | 2 | -12
COc1ccccc1N1C(=O)CCC1(C#N)c1ccccc1 (stereo unspecified) | -19 | 1 | 9 | 2 | 6 | 1.1 | -5 | -4 | -5

Screens (PubChem BioAssay)
